Screening results: PubChem, several laboratories
Vif inh: inhibitors of HIV Vif. actives 0.35% (n = 340,000). HEK293T cells, Vif self-association by quenched fluorescence, imaging, 24 h. inhibition, % at 7.49 µM. AID 602346; in the data active = inhibition above about 50%, passing the limit was not always enough; inconclusive = no clear call, values can overlap the other calls; inactive = below about 31%; note: some results filed as inactive read as strong as hits
ABCB6 inh 2: inhibitors of human ABC transporter ABCB6 | K562-ABCB6 porphyrin accumulation, flow cytometry, 1 h; active compounds read low | fluorescence ratio to DMSO, % at 10 µM | actives 0.19% (n = 360,000);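 active = fluorescence ratio to DMSO below 75%, the collection mean minus 3 SD; inconclusive = too few cells collected in the well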;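 note: signal is porphyrin accumulated inside mitochondria; 100% equals median channel fluorescence of DMSO control wells; lower ratio means ABCB6 inhibition with less porphyrin fluorescence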
Target sequence (Q9NP58 whole entry, looked up): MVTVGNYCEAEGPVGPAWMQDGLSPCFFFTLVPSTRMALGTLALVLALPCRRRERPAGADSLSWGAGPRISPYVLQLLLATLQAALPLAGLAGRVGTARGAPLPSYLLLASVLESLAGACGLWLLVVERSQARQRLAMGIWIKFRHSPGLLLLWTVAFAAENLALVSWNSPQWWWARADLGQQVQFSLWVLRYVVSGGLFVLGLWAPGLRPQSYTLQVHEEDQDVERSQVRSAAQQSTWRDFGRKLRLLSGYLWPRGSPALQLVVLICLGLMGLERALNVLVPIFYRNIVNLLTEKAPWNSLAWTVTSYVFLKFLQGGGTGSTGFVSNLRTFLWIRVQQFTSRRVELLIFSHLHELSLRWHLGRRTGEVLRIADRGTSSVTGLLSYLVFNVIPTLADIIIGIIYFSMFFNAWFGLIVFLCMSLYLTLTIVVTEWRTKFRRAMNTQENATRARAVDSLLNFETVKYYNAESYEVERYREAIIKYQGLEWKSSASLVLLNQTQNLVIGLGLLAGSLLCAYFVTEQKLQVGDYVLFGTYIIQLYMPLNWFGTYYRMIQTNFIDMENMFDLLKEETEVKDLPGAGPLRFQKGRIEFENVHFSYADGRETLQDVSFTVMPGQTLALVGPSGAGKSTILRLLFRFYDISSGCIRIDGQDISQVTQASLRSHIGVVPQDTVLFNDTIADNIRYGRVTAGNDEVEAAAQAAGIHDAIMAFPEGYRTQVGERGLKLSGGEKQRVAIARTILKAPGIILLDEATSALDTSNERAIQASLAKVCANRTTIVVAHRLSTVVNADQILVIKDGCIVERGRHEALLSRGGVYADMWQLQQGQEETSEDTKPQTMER
N-glyco inh: blocks N-linked glycosylation in D54 reporter cells | D54 ERlucT glycosylation luciferase reporter, 24 h; percent of 100 nM tunicamycin response | reporter increase, % at 12.5 µM | actives 0.23% (n = 360,000);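 active = mean luciferase reporter signal, scaled so untreated is 0 and the glycosylation-blocking control 100, at or above a set limit in every replicate; inconclusive = mean reaches the limit but not every replicate does; inactive = mean below the limit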;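 note: luciferase carries N-glycosylation sites so blocking glycosylation raises the light; 0% = median of neutral control wells and 100% = median of 100 nM tunicamycin wells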
CaV13 FRET inh: Primary screen for inhibitors of IQ motif and Ca2+-dependent inactivation inhibitor domain binding in CACNA1D, Förster resonance energy transfer in living cells, …; actives 0.098% (n = 340,000); AID 743397; HEK cells, CFP/YFP FRET ICDI-IQ, plate reader, 10 min; percent FRET-ratio fall versus neutral wells; inhibition, % at 12.3 µM;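 active = mean replicate inhibition of at least 30% and at least 1% of replicates passing that level; inconclusive = only one of the two criteria is met; inactive = neither criterion is met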;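 note: 0% = median of the neutral control wells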
Exocytosis inh: blocks lytic granule exocytosis | actives 0.66% (n = 360,000) | inhibition, % at 10 µM | TALL-104 LAMP-1 surface exposure, flow cytometry; cells stimulated with thapsigargin and PMA;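 active = inhibition above about 55%, limit read from the data; inconclusive = no clear call, values can overlap the other calls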
PDI inh: PDI (human) enzyme inhibition | P07237 | PDI insulin aggregation turbidity, A650, 90 min | inhibition, % at 10 µM | actives 0.052% (n = 350,000) | AID 588391;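 active = mean inhibition across replicates of 30% or more, whatever share of single replicates reach that level; inconclusive = mean inhibition below 30% while every single replicate reaches 30%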;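 note: absorbance from insulin aggregation driven by PDI reduction with DTT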
hiPSC survival: enhancers of human iPSC single-cell survival | hiPSC single-cell survival, ATPlite luminescence; 100% = ROCK inhibitor wells, 0% = DMSO | survival enhancement, % at 20 µM | actives 0.044% (n = 360,000); in the data active = survival enhancement above about 18%;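 note: cells exposed to compounds for 16 hours before the ATP read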
aDG glyco act: alpha-DG glycosylation activation | Pro5-aDG cells, alpha-DG glycosylation AlphaScreen (IIH6); 0% Pro5, 100% B10-LARGE cell signal | activation, % at 10 µM | actives 0.22% (n = 360,000);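 active = activation of at least 8% versus controls, or a plate z-score of at least 8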;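 note: Pro5 are CHO cells carrying HIG-tagged alpha-DG that lacks glycosylation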
m5-HT2A agonist: agonists of mouse serotonin 5-HT2A receptor (HTR2A); P35363; CHO-K1 mHTR2A beta-arrestin complementation, luminescence; percent of 30 µM serotonin response; activation, % at 7.6 µM; actives 0.66% (n = 360,000); AID 624169;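 active = activation above a run cutoff, the mean activation of all tested compounds plus 3 SD, cut at about 14% in these data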;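 note: 0% = plate median of compound wells and 100% = 30 µM serotonin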
H9c2 protect: protects H9c2 cardiomyocytes from peroxide injury; H2O2 injury protection, ATPLite, 2 h; protection from H2O2 cell death, % at 20 µM; actives 0.63% (n = 360,000); AID 588492;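 active = compounds giving at least 50% protection of heart cells from peroxide-induced death in the single-dose screen, raw or plate-pattern-corrected value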;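 note: 0% = DMSO wells with peroxide and 100% = DMSO wells without peroxide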
Numbers without * were called inactive; ? = inconclusive; nt = not tested or not shown.

No.	structure	Vif inh	ABCB6 inh 2	N-glyco inh	CaV13 FRET inh	Exocytosis inh	PDI inh	hiPSC survival	aDG glyco act	m5-HT2A agonist	H9c2 protect
1	COc1ccc(CCNC(=O)c2cc3c(=O)n(C)c4ccccc4c3n2C)cc1OC	-2	94	8	-5	7	-2	-0.1	-0.1	2	16
2	C=CCn1c(C)cc(C(=O)COC(=O)c2ccc3c(c2)NC(=O)CS3)c1C	3	98	-5	nt	0	-7	-0.4	-0.2	0	2
3	COc1ccc2c(c1)c(C(=O)CN1CCOCC1)c(C)n2C	1	97	1	-4	1	8	0.1	-0.1	2	4
4	CCc1ccccc1N(CC)C(=O)C1CCN(c2ncnc3c2nc2n3CCCCC2)CC1	-10	100	2	-4	-2	9	-0.5	-0.2	4	14
5	O=C(CSc1nc(-c2ccco2)cc(C(F)(F)F)n1)Nc1ccc(C(=O)N2CCOCC2)cc1	10	101	1	-7	-6	3	1.9	0.1	6	0
6	Cc1ccc(NC(=O)c2cc3ccccc3o2)cc1Cl	-1	101	-3	-4	9	1	-0.3	0.5	-12	-7
7	COc1ccc(-c2onc3ccc(Br)cc23)cc1	3	103	-3	-6	-1	-6	2.3	-0.2	-1	-4
8	O=S(=O)(NCCc1ccncc1)c1ccc(Br)cc1	3	101	0	-4	2	9	-1.3	0.0	3	1
9	O=C(c1ccccc1)N1CCC(c2nc(-c3ccc(S(=O)(=O)N4CCOCC4)cc3)no2)CC1	-13	101	-3	-5	-3	-2	7.8	0.1	-1	-18
10	CN(C)CCN(C(=O)c1cc(Cl)sc1Cl)c1nc2ccc(F)cc2s1	4	86	0	-5	-1	-10	1.2	0.0	-2	-2
11	O=C(CSc1nnnn1C1CCCCC1)NCc1ccc2c(c1)OCO2	-5	99	5	-10	0	-2	-1.2	-0.2	13	-1
12	O=C(O)c1ccc2c(c1Nc1ccccc1)C(=O)c1ccccc1C2=O	-5	104	0	-5	-6	8	-0.3	-0.1	27*	-2
13	O=C(CSc1n[nH]c(=O)n1Cc1ccco1)N1CCOCC1	9	98	-1	-4	0	-3	1.4	-0.2	3	3
14	COCCNC(=O)COC(=O)c1cc(-c2ccc(OC)cc2)nc2ccccc12	3	96	-2	-5	-2	-5	-2.1	0.3	1	-4
15	CCCCn1c(SCC(=O)NCCc2ccc(OC)c(OC)c2)nc2c1c(=O)n(C)c(=O)n2C	-2	101	1	-5	-6	1	-1.2	0.0	-2	1

Records listed so far that bear a hit mark in m5-HT2A agonist:
| No. | compound | Vif inh | ABCB6 inh 2 | N-glyco inh | CaV13 FRET inh | Exocytosis inh | PDI inh | aDG glyco act | m5-HT2A agonist |
| --- | --- | --- | --- | --- | --- | --- | --- | --- | --- |
| 12 | O=C(O)c1ccc2c(c1Nc1ccccc1)C(=O)c1ccccc1C2=O | -5 | 104 | 0 | -5 | -6 | 8 | -0.1 | 27* |

(next part)
No.	structure	Vif inh	ABCB6 inh 2	N-glyco inh	CaV13 FRET inh	Exocytosis inh	PDI inh	hiPSC survival	aDG glyco act	m5-HT2A agonist	H9c2 protect
16	CCN(CC)CCNC(=O)C(Cl)=C1C(Cl)=C(Cl)C(Cl)=C1Cl	8	97	?	-6	2	-1	-4.5	-0.5	-4	-2
17	Cc1cccc(C(=O)NNC(=O)CCn2nnc3ccccc32)c1	2	102	1	-3	-1	13	4.9	-0.4	0	8
18	O=C(NCCO)C(=O)NCC(c1ccc2c(c1)OCO2)N1CCN(c2ccc(F)cc2)CC1 (stereo not given)	-7	95	1	-3	-10	-9	0.6	0.0	-7	0
19	COc1ccc(C(=O)Nc2ccccc2)cc1S(=O)(=O)Nc1cc(C)on1	3	101	0	-5	0	7	0.0	0.1	2	-6
20	O=C(O)CC(=O)Nc1ccc(Oc2ccc(C(F)(F)F)cn2)c(Cl)c1	-4	100	-3	-11	1	0	0.4	0.0	3	-5
21	Cc1ccc(NC(=O)CSc2n[nH]c(-c3ccncc3)n2)cc1C	0	96	2	nt	-1	1	-0.4	0.8	-11	2
22	CC(C)n1c(NCc2c[nH]c3ccccc23)nc2ccccc21	-5	92	0	nt	0	-5	1.7	0.2	2	1
23	C=CCNc1oc(-c2cccs2)nc1S(=O)(=O)c1ccccc1	-1	97	-4	0	-2	-3	0.0	0.3	-2	-4
24	COc1cc(NC(=S)N(C)CCC#N)c(OC)cc1Cl	0	101	3	-19	-4	8	-0.5	-0.1	2	9
25	O=C(CNC(=O)[C@@H]1Cc2ccccc2CN1)NCc1ccco1	-5	100	2	-3	-6	-1	0.2	0.0	-1	-1
26	COc1ccc(NC(=O)NCCCCc2ccccc2)cc1OC	nt	92	nt	-7	-4	-4	-0.4	0.2	9	-4
27	Nc1ccc(S(=O)(=O)Nc2ccc(S(N)(=O)=O)cc2)cc1	7	101	2	-8	2	4	-0.4	0.0	3	3
28	CCC1(CC)NC(=O)N(Cc2nc3ccccc3s2)C1=O	2	90	0	-20	2	0	-0.5	0.0	3	-5
29	O=C(COC(=O)c1ccc(F)cc1)NCC1CCCCC1	28	96	1	-5	-4	9	-2.3	0.2	-11	5
30	CCCCc1ccc(NC(=S)N2CCN(C(=O)c3ccco3)CC2)cc1	7	89	0	nt	-5	13	0.0	-0.2	6	-3

Values in list order from the list:
Nos. 19–29 in hiPSC survival, in turn: 0.0, 0.4, -0.4, 1.7, 0.0, -0.5, 0.2, -0.4, -0.4, -0.5, -2.3
Nos. 19–29 in aDG glyco act, in turn: 0.1, 0.0, 0.8, 0.2, 0.3, -0.1, 0.0, 0.2, 0.0, 0.0, 0.2
Nos. 19–29 in H9c2 protect, in turn: -6, -5, 2, 1, -4, 9, -1, -4, 3, -5, 5

Later entries
No.	structure	Vif inh	ABCB6 inh 2	N-glyco inh	CaV13 FRET inh	Exocytosis inh	PDI inh	hiPSC survival	aDG glyco act	m5-HT2A agonist	H9c2 protect
31	C/C(=C1/SC(N2CCCC2)=NC1=O)c1ccc(Br)cc1	-8	111	-13	nt	12	-4	1.9	0.1	0	2
32	CC[C@H](C)C(N)c1cn([C@@H](CC(N)=O)C(=O)N2CCNCC2)nn1 (stereo not given in full)	1	99	4	-5	4	3	-1.8	-0.3	6	2
33	CC(C)C(=O)c1cn(CC(=O)NCC2CCCO2)c2ccccc12 (stereo not given)	23	89	-2	-5	-1	-10	-0.8	-0.1	2	5
34	CCOc1cc(C(=O)O)cc(Cl)c1OCC#N	19	96	1	-9	2	8	-0.1	0.5	-2	8
35	COC(=O)C(CO)Nc1ncnc2onc(-c3ccc(F)cc3)c12 (stereo not given)	-1	99	2	-12	3	2	-0.3	-0.1	2	1
36	COc1cccc(C(=O)N2CCN(C3CCN(Cc4ccccc4)CC3)CC2)c1OC	13	103	1	-5	-2	7	-0.4	0.2	7	6
37	COc1ccc(NS(=O)(=O)c2cccc(C(=O)NNC(=O)CNC(=O)c3cccc(C)c3)c2)cc1	-5	96	0	-10	2	-7	0.3	0.1	1	0
38	C#CCOCCOCCOCCNc1nc(N2CCOCC2)nc(N2CCN(C(=O)[C@H](Cc3ccc(O)cc3)n3cc([C@@H](N)C(C)CC)nn3)CC2)n1 (stereo not given in full)	-2	86	1	-7	0	1	-2.1	0.1	0	-4
39	S=C(Nc1ccc(Cl)cc1)Nc1ccc2c(c1)OCCO2	-2	95	0	-10	7	-6	0.0	0.3	1	0
40	COc1ccc(N(Cc2cc3ccccc3[nH]c2=O)C(=O)C2CCCO2)cc1 (stereo not given)	1	91	-2	-5	-2	-6	-3.7	-0.1	-3	0
41	O=C(O)CN=C(NS(=O)(=O)c1ccc(Cl)cc1)c1ccccc1	1	90	2	-5	-2	4	-4.8	-0.3	-4	10
42	CN(C)S(=O)(=O)c1cccc(COC(=O)CNC(=O)c2ccc(Br)o2)c1	nt	93	-1	-5	0	2	-0.2	-0.3	1	-1
43	O=S(=O)(Nc1cccc(-n2cnnn2)c1)c1ccc(F)cc1	9	101	1	-15	-1	6	0.6	-0.2	2	-5
44	O=C1CSC(=Nc2ccc(O)cc2)N1	-5	96	2	-2	-16	-16	-0.5	0.3	3	-2
45	S=c1[nH]nc(-c2cc(-c3ccccc3)n[nH]2)n1/N=C/c1c(Cl)cccc1Cl	-2	151	2	-3	13	-6	-0.3	-0.2	4	-9

Quoted from the listing.
entry 42 @ aDG glyco act = -0.3
entry 31 @ PDI inh = -4

Remaining list, next part.
No.	structure	Vif inh	ABCB6 inh 2	N-glyco inh	CaV13 FRET inh	Exocytosis inh	PDI inh	hiPSC survival	aDG glyco act	m5-HT2A agonist	H9c2 protect
46	Cc1ccc(-n2c(SCC(=O)Nc3ccc4c(c3)OCO4)nnc2-c2cccs2)cc1	76*	112	-3	-5	-2	5	10	-0.2	-4	-8
47	O=C(c1ccc(Br)o1)N1CCN(Cc2ccc3c(c2)OCO3)CC1	-11	95	-4	-4	1	-11	-0.4	-0.1	17*	-1
48	CC1(C)CC(=O)C(N=Nc2cccc(F)c2C#N)=C(O)C1	2	95	7	-14	-1	1	-0.1	0.2	-5	0
49	CN(C(=O)c1ccc(NC(=O)Cc2cccc([N+](=O)[O-])c2)cc1)C1CCCC1	-6	96	2	-2	-2	6	-3.4	0.1	-3	-4
50	COc1cc(NC(=O)COC(=O)c2ccccc2SCC(=O)N2CCCC2)cc(OC)c1	1	93	-1	-6	-7	-5	-0.2	0.0	-12	0
51	CC(C)(CO)NC(=O)CC1C(=O)NCCN1Cc1ccc(-c2ccccc2)cc1 (stereo not given)	2	95	3	-3	-6	-1	-0.3	0.1	0	0
52	C=C(C)CC(NCc1ccco1)c1ccc(OC)cc1 (stereo not given)	-7	101	1	-1	-2	-6	-0.3	0.3	-3	2
53	Oc1ccccc1C1CC(c2cccs2)=NC(c2cccc(Br)c2)N1 (stereo not given)	-6	102	-3	-7	69*	11	-0.2	-0.3	4	-13
54	Oc1ccc2ccccc2c1N=Nc1ccccn1	0	85	-6	nt	2	-10	-4.1	-1.2	-6	13
55	O=C(COc1ccc(-c2ccccc2)cc1)N/N=C/c1cccnc1	8	105	2	-7	-1	8	-0.5	0.1	-5	-5
56	Cc1ccc([C@@H]2[C@@H]3C(=O)N(c4ccccc4)C(=O)[C@@H]3[C@]3(C)C(=O)N(Cc4ccccn4)CC(=O)N23)o1	10	96	-1	-5	-1	8	1.1	-0.1	3	1

Some of these compounds in order of molecular weight, lowest first:
No.	structure	Vif inh	ABCB6 inh 2	N-glyco inh	CaV13 FRET inh	Exocytosis inh	PDI inh	hiPSC survival	aDG glyco act	m5-HT2A agonist	H9c2 protect
28	CCC1(CC)NC(=O)N(Cc2nc3ccccc3s2)C1=O	2	90	0	-20	2	0	-0.5	0.0	3	-5
8	O=S(=O)(NCCc1ccncc1)c1ccc(Br)cc1	3	101	0	-4	2	9	-1.3	0.0	3	1
40	COc1ccc(N(Cc2cc3ccccc3[nH]c2=O)C(=O)C2CCCO2)cc1 (stereo not given)	1	91	-2	-5	-2	-6	-3.7	-0.1	-3	0
